F-actin modifier: cytoskeleton assembly modification. inhibition, % at 2 µM. HUVEC TNFa F-actin phalloidin imaging, high content. 0.18% of 91,000 active;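 active means inhibition above the batch mean plus 3 SD and confirmed as a hit by visual image inspection, cut at about 30% in these data, passing the limit was not always enough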; further: strong numbers were not always called active
sEH inh: soluble epoxide hydrolase (human) inhibition; recombinant human sEH enzymatic activity assay; inhibition, % at 2 µM; 0.34% of 91,000 active; AID 707; in the data active means inhibition above about 80%; further: values of inactives mirror those of a sister screen read the other way; many of its hits are not listed in these tables
Target sequence (P34913 whole entry, looked up): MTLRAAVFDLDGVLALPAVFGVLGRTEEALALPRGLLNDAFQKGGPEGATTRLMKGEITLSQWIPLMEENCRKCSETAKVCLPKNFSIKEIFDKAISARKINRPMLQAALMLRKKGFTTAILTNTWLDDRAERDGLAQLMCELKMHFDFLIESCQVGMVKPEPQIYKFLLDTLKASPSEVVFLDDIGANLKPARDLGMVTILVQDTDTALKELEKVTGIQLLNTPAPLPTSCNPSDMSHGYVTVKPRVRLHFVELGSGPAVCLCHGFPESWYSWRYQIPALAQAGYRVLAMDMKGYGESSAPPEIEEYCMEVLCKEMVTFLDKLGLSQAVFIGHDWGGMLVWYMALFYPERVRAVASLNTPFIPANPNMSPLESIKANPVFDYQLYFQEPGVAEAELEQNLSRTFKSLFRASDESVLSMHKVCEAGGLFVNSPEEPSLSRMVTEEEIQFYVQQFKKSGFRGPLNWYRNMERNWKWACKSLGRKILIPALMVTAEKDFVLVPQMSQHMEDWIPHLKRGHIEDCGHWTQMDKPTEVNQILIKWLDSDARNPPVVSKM
TNFa cytotox: toxic to HUVEC cells under TNF alpha stimulation | HUVEC TNFalpha-stimulated, Hoechst cell count, imaging | cell count reduction, % at 2 µM | 0.17% of 93,000 active;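 active means cell count reduction exceeding the screen mean by over 5 SD, scaled to untreated wells per plate, cut at about 78% in these data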;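 further: cells counted after 24 h of TNF alpha exposure following the 1 h pretreatment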
Ecoli WT expand: E. coli BW25113 growth inhibition, expanded screen; OD600 absorbance; growth inhibition, % at 100 µM; 0.15% of 98,000 active;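 active means growth inhibition above about 50% at one test dose, limit read from the data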;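 further: growth measured after 20 h incubation at 37 °C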
IL1B cytotox: HUVEC cytotoxicity counter-screen, IL-1B stimulated; HUVEC cell count loss, Hoechst imaging; 0.41% of 94,000 active; cell count reduction, % at 2 µM;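 active means cell count reduction more than 3 SD above the screen-wide mean, cut at about 70% in these data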;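 further: normalized per plate to untreated control cells as the no-loss baseline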
VCAM1 TNFa inh: reduces TNF alpha induced VCAM1 expression in HUVEC | inhibition, % at 2 µM | HUVEC TNFa-induced VCAM-1 immunofluorescence, high-content imaging | AID 802 | 0.48% of 95,000 active;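 active means inhibition above the batch mean plus 3 SD, with images confirmed as a hit by eye, cut at about 37% in these data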;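 further: 0% = TNF-stimulated DMSO wells and 100% = unstimulated control wells; not every result past the cut was called active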
DAT uptake mod: modulates human dopamine transporter uptake under cocaine. Q01959. LLC-PK1 hDAT cells, [14C]-dopamine uptake with cocaine IC80; actives deviate in either direction. B-score at 10 µM. 1.3% of 110,000 active. AID 449768;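 active means Z score or B-score, a plate-position-corrected score, falls beyond the plate's 99.7% confidence bounds, in either direction; inactive means both scores lie inside the 99.7% bounds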;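 further: scored against the spread of the other compound wells on the same plate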
PLK1 kinase inh: PLK1 (human) kinase inhibition | P53350 | recombinant PLK1 kinase, TR-FRET peptide phosphorylation | inhibition, % at 10 µM | 0.53% of 97,000 active | AID 619;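 active means inhibition of 50% or more in the single-concentration screen; inactive means inhibition below 50%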;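 further: 0% = DMSO max control and 100% = H-89 dihydrochloride min control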
Plk1 PBD FP: blocks phosphopeptide binding to human Plk1 polo box domain; Plk1 PBD phosphopeptide binding, fluorescence polarization; P53350; AID 693; 0.13% of 97,000 active; inhibition, %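 (tested at about 20 µM)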; in the data active means inhibition above about 34%, passing the limit was not always enough
* = called active by the depositor; · = not tested or not shown. An unsorted share of the library. Share with any hit: about 3.4%.

Compound	Ecoli WT expand	Plk1 PBD FP	TNFa cytotox	PLK1 kinase inh	VCAM1 TNFa inh	DAT uptake mod	F-actin modifier	sEH inh	IL1B cytotox
O=C(NCC(c1cccs1)N1CCOCC1)c1cc2ccccc2o1 (stereo unspecified)	4	9	13	-14	1	-0.013	8	·	-6
c1cncc(CNc2ccc3c(c2)OCO3)c1	13	-18	-5	12	19	0.018	8	0	9
CCOC(=O)c1cc(C(=O)OCC)c2ccccn2c1=O	-2	-18	0	-13	1	0.17	-13	4	5
CCCCOc1ccc(-c2nc(SCC(N)=O)n[nH]2)cc1	7	-2	-11	-2	6	0.072	18	8	9
CCc1c(C)nc(SCC(=O)c2cccs2)c(C#N)c1C	-1	2	-23	-11	-2	-0.75	-8	-23	10
O=C(NC1CC1)C1CC(=O)N(C2CCCCC2)C1 (stereo unspecified)	26	-16	-5	-10	7	0.85	-4	6	5
COCC(=O)N/N=C/c1ccc(Sc2nc3ccccc3s2)o1	8	-5	8	-9	9	·	-2	3	-50
Cc1ccccc1NC(=S)NC(NC(=O)C(C)(C)C)C(Cl)(Cl)Cl (stereo unspecified)	1	-15	-9	2	-3	-0.76	18	5	-91
CC(C)(C)c1ccc(OCC(=O)N/N=C/c2cc(Br)ccc2OC(=O)c2ccco2)cc1	-7	0	4	-12	7	·	14	-9	-31
COC(=O)Nc1nc(-c2ccccc2)c(C(=O)c2ccccc2)s1	-7	4	37	-10	9	0.15	-17	-10	21
Cc1cccc(N2C(=O)CC(SC(=Nc3ccccc3)Nc3ccccc3)C2=O)c1 (stereo unspecified)	-1	-14	-16	9	11	0.35	-2	10	-33
O=C1Nc2ccccc2C(=O)C1(Cl)Cc1ccccc1 (stereo unspecified)	40	20	-7	-15	7	-1.4	-27	-10	-14
COC(=O)[C@H](CCSC)NC(=O)Nc1ccc(OC)cc1	3	13	-6	0	-1	-0.64	-34	5	-45
Cc1ccc2c(C(=O)CN3CCOCC3)c(C)[nH]c2c1	-1	-27	-6	-10	14	1	18	4	-6
CC(C(=O)O)c1n[nH]c(=O)c2ccccc12 (stereo unspecified)	6	-3	-9	0	10	0.28	3	6	-27
COc1ccc(CC(=O)Nc2ccc(C(=O)NCC(C)C)cc2)cc1	-3	2	-18	-5	-19	0.042	12	2	-51
O=C(NC1CCCCCC1)C1CCCN(S(=O)(=O)c2cnc[nH]2)C1 (stereo unspecified)	-6	-18	-29	-6	7	-0.4	7	·	6
Cc1n[nH]c(C)c1S(=O)(=O)N1CCCC(C(=O)NC2CCCc3ccccc32)C1 (stereo unspecified)	5	1	-41	-7	-8	0.075	6	·	-6
COc1nc(OC)nc(N2CCC(C(=O)Nc3cccc4ccccc34)CC2)n1	-4	5	-21	-12	-4	-0.56	12	47	-12
Cc1ccc(NC(=O)Cc2nc(CSc3nnc(-c4ccc5c(c4)OCO5)o3)cs2)cc1	-11	11	-14	-6	13	0.0012	19	59	-12
C=CCn1c(Cc2csc(N)n2)nnc1SCc1ccc(C(=O)OC)cc1	-6	5	26	-18	-3	-1.3	9	·	5
CCSc1nnc(-c2cccnc2)n1-c1ccc(Cl)c(C)c1	-3	-10	-18	-11	0	1	27	6	-43
O=C(NC(CO)(CO)CO)c1coc(=O)c(Br)c1	6	-7	5	-9	-6	-0.35	-25	-7	7
CC(C)CC(=O)Nc1ccc(F)c(Cl)c1	11	-14	-7	7	-2	0.69	-3	11	-2
Cc1nn2cc(-c3ccccc3)nc2[nH]c1=O	2	-28	-1	-12	-6	1.2	·	5	0
C/C(=C(\C#N)C(=O)NCCCN1CCOCC1)N(C)C	1	3	-5	-7	-1	-0.83	2	9	-5
CCN1CCN(S(=O)(=O)c2ccc(Br)s2)CC1	10	11	·	-9	-23	-0.41	-7	-4	23
CCN(CC)S(=O)(=O)N1CCC(C(=O)NCCN2CCOCC2)CC1	-7	18	-33	-5	-6	0.49	22	1	5
CS(=O)(=O)Nc1ccccc1C(=O)Nc1cc(Cl)cc(Cl)c1	0	-2	-16	-12	1	0.01	-16	-4	0
CCN(CC)S(=O)(=O)c1ccc(N2CCCC2)c(C(=O)OCC(=O)/C(C#N)=C(\C)N)c1	-6	-30	-4	-6	17	1.7	-1	8	-22
CCCNC(=O)COC(=O)c1cc(SC)ccc1Cl	-1	-37	-2	-4	15	-0.1	6	8	-1
Cn1c(=O)cc(OCCCC(=O)N2CCN(c3ccccc3)CC2)c2ccccc21	1	5	-16	-5	-2	·	37	·	11
CCN(CC(=O)Nc1cc(C)nn1-c1nc(C)cc(C)n1)Cc1ccccc1	1	4	-17	0	7	·	·	5	-11
COc1ccc(CNc2oc(C)nc2C#N)cc1	·	25	-7	-6	7	-0.019	12	5	-4
Cc1cc(=O)n2[nH]c(-c3cccnc3)nc2n1	11	0	-5	-2	5	·	6	0	-9
CC(C)=C1C2CCC1C1C(=O)N(c3nc(-c4ccc(F)cc4)c(C)s3)C(=O)C21 (stereo unspecified)	-12	25	-6	-5	4	-0.55	20	-1	-47
O=C(NCc1ccc2c(c1)OCO2)c1cccc(S(=O)(=O)N2CCOCC2)c1	1	24	-2	-8	0	0.06	0	48	1
O=C1CSC(c2cccc(F)c2)N1c1ccc(O)cc1 (stereo unspecified)	-2	18	8	-4	-2	-2.4	·	-20	7
O=C(O)C1C2C=CC(C2)C1C(=O)OCc1ccccc1 (stereo unspecified)	-1	1	-33	-2	16	-0.58	26	-1	-39
Cc1nc(NC(=O)c2oc3ccccc3c2C)sc1C(=O)N(C)C	-3	-14	0	-20	-4	0.54	-12	-10	-6
Cc1ccc(-c2noc(CSc3nnc(-c4cccs4)n3C)n2)cc1	-8	6	-24	-8	4	0.22	3	10	-18
CC(C)=C1C2C=CC1C1C(=O)N(c3ccc4c(c3)OCO4)C(=O)C21 (stereo unspecified)	·	-8	-6	-6	13	-0.73	-24	3	-53
COc1ccc(CCN(Cc2cc3cccc(C)c3[nH]c2=O)C(=O)NC2CCCCC2)cc1OC	-2	24	32	-1	-6	0.76	·	21	-14
COc1ccc(S(=O)(=O)N2Cc3ccccc3CC2C(=O)Nc2ccc(O)cc2)cc1OC (stereo unspecified)	-5	-35	4	-17	3	-1.3	8	-12	-20
CCCCC(=O)Nc1cccc(-c2nc3ncccc3o2)c1	0	2	-33	-6	15	1.7	18	·	-12
O=C(CCCn1c(=S)[nH]c2ccccc2c1=O)N1CCN(c2cccc(Cl)c2)CC1	-5	10	18	-11	-5	-1.2	-62	-12	-7
CCC(c1nnnn1CCc1ccccc1)N(Cc1ccco1)Cc1cc2c(C)ccc(C)c2[nH]c1=O (stereo unspecified)	-19	26	7	-3	21	-0.0014	-2	-2	12
CCOC(=O)C1CCCN(S(=O)(=O)c2c(C)c(C)cc(C)c2C)C1 (stereo unspecified)	6	15	-10	-10	4	0.79	2	-8	-8
Cn1c(C(=O)N2CCc3ccccc3C2)cc2c(=O)n3ccccc3nc21	0	5	·	-10	·	-0.055	·	-12	·
N#Cc1c(SCC(=O)OCc2ccccc2)nsc1SCC(=O)OCc1ccccc1	-21	-15	-15	-12	6	1	3	-12	14

Other structures:
Compound	Ecoli WT expand	Plk1 PBD FP	TNFa cytotox	PLK1 kinase inh	VCAM1 TNFa inh	DAT uptake mod	F-actin modifier	sEH inh	IL1B cytotox
COc1ccc(C2C(C#N)=C(N)Oc3cc(O)ccc32)cc1OC (stereo unspecified)	-5	12	5	-4	7	0.46	43	0	19
COc1ccc(N(C)C2=NS(=O)(=O)c3ccccc32)cc1	10	54*	14	6	18	-2	-14	-2	5
CC1(C)Cc2c(c(-c3ccccc3Cl)[nH]c(=O)c2C#N)CO1	-1	0	-26	-7	7	2	8	-8	-13
COc1cccc(NC(=O)C(NCC(C)(C)CN(C)C)c2ccccc2)c1 (stereo unspecified)	-3	17	-28	-12	3	-0.79	7	-11	10
O=C(c1cccc(F)c1)N1CCN(C(=O)C2CC2)CC1	-17	9	-21	-5	16	-0.51	5	-5	-16
CCn1c(=O)cc(SCC(=O)NCC2CCCO2)c2ccccc21 (stereo unspecified)	-3	-23	-1	-14	6	-0.26	0	-5	7
CC1(C)CC(=O)C(C=NCCCN2CCOCC2)=C(O)C1	3	9	-18	-4	6	-1.1	-29	4	-5
O=C(Nc1ccccc1C(=O)N1CCOCC1)c1ccco1	-5	4	-6	-11	15	-0.056	19	-7	7
O=[N+]([O-])c1cccnc1N1CCOCC1	1	9	2	-13	-6	0.66	-19	-11	-52
Cc1oc(C(=O)O)cc1COc1ccc2c(C)cc(=O)oc2c1	6	-6	-12	-18	6	-0.79	-31	14	-25
O=P(c1cccs1)(c1cccs1)c1cccs1	-4	5	-20	-16	-22	-0.21	-9	2	4
COC(=O)CSc1nnc(CNC(=O)c2ccc(OC)cc2OC)n1C	-1	-14	2	-5	4	0.06	16	-3	-8
COC(=O)Cn1c(CN2CCC(Cc3ccccc3)CC2)nc2c1c(=O)n(C)c(=O)n2C	3	-14	-1	-8	2	0.048	-2	5	-9
CCc1ccc(NC(=O)CS(=O)CC(=O)NCCCc2ccccc2)cc1 (stereo unspecified)	-9	-6	-2	-7	7	-0.13	0	6	-23
[O-]/C(=C(\C(=S)NCc1ccco1)[n+]1ccccc1)c1ccccc1Br	-4	28	-27	-14	9	-0.66	-15	·	-7
CCCC(NS(=O)(=O)c1ccc(OC)cc1)C(=O)O (stereo unspecified)	3	12	2	1	6	-0.2	-15	·	-22
NC(=O)c1oc2ccccc2c1NC(=O)c1ccc(F)cc1	-3	16	-9	-19	4	0.9	0	-16	3
Cc1nn(Cc2c(Cl)cccc2Cl)c(C)c1NC(=O)c1cnn2c(C(F)F)cc(-c3ccccc3)nc12	-11	-17	6	-5	-7	-0.23	-14	20	-63
CC1=C(C(=O)N2CCCCC2)C2(CCC(C)CC2)OC1=O (stereo unspecified)	1	13	-1	-21	13	0.016	-12	-8	-3
CCOc1ccc(-c2nn[nH]n2)cc1OCC	·	-16	4	-10	-2	0.19	-4	-2	23
COC(=O)CNC(=O)CNC(=O)Nc1ccccc1Cl	7	-19	1	-1	6	-1.5	-1	3	-16
CC(C)COc1ccc(CNC(=S)N/N=C/c2ccc([N+](=O)[O-])cc2)cc1	-11	-18	-12	5	7	-0.19	-2	9	10
c1ccc(CC2CCN(C(c3cccs3)c3nnnn3C3CCCC3)CC2)cc1 (stereo unspecified)	-7	5	10	-8	-5	-0.72	-17	-17	-16
COc1ccc(-c2noc(C)c2-c2ccc3ccccc3n2)c(O)c1	-5	-20	·	4	·	-0.071	16	-9	6
Cc1ccc(-n2c(-c3cccnc3)n[nH]c2=S)c(C)c1	5	-7	-82	-5	11	-1	·	-18	0
COc1ccc2cc(C(c3nnnn3Cc3ccc(F)cc3)N3CCCCCC3)c(=O)[nH]c2c1 (stereo unspecified)	0	36	-46	3	15	0.79	32	·	-13
COC(=O)c1sccc1NC(=O)c1ccncc1	2	17	3	-6	-2	-0.39	-16	0	-10

Reprinted at random: 3 compounds from above
Compound	Ecoli WT expand	Plk1 PBD FP	TNFa cytotox	PLK1 kinase inh	VCAM1 TNFa inh	DAT uptake mod	F-actin modifier	sEH inh	IL1B cytotox
COC(=O)c1sccc1NC(=O)c1ccncc1	2	17	3	-6	-2	-0.39	-16	0	-10
[O-]/C(=C(\C(=S)NCc1ccco1)[n+]1ccccc1)c1ccccc1Br	-4	28	-27	-14	9	-0.66	-15	·	-7
COc1ccc(C2C(C#N)=C(N)Oc3cc(O)ccc32)cc1OC (stereo unspecified)	-5	12	5	-4	7	0.46	43	0	19

Source: PubChem BioAssay (several laboratories)
